Bioassay records (PubChem)
Apaf1 inhib – inhibitors of human Apaf-1 apoptosome. 330,000 tested, 0.71% active. inhibition, % at 20 µM. AID 489030. reconstituted apoptosome caspase-3 activity, DEVD-Rh110 fluorescence. O14727; active means inhibition of at least 40% at 20 µM;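 further: plate controls were DMSO wells for no effect and DEVD-CHO caspase inhibitor wells for full effect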
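detection = Rh110 fluorescence intensity | test system = biochemical Apaf-1 apoptosome reconstitution | also added = cytochrome c and DEVD-Rh110 substrate | schedule = 30 min plus 50 min, RT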
SENP7 block – blocks the human protease SENP7; Q9BQF6; recombinant SENP7, Z-RLRGG-aminoluciferin luminescence, 40 min; inhibition, % at 5 µM; 330,000 tested, 1.5% active;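 active means inhibition above about 50% at the single test dose, limit read from the data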;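 further: plate controls were DMSO with enzyme for no effect and no enzyme buffer wells for full effect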
Target sequence (Q9BQF6 706-1050 limits assumed): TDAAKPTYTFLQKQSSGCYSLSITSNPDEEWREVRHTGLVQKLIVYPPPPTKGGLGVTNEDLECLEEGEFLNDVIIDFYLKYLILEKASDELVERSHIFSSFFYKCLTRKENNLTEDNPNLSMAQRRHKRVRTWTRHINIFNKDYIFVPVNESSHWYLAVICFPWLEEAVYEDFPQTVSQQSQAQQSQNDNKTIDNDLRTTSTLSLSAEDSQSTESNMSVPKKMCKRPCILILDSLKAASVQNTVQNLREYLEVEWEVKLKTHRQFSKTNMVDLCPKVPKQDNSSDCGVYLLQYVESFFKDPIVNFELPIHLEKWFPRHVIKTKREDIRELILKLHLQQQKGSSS
SENP6 inh – inhibitors of human SENP6 protease; Q9GZR1; Recombinant SENP6 catalytic domain, aminoluciferin luminescence; inhibition, % at 10 µM; 330,000 tested, 1.8% active; AID 2599;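 active means inhibition above about 50% at the single tested dose, limit read from the data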;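 further: plate controls were DMSO wells with enzyme for no effect and DMSO wells lacking enzyme for full effect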
Target sequence (Q9GZR1 628-1112 limits assumed): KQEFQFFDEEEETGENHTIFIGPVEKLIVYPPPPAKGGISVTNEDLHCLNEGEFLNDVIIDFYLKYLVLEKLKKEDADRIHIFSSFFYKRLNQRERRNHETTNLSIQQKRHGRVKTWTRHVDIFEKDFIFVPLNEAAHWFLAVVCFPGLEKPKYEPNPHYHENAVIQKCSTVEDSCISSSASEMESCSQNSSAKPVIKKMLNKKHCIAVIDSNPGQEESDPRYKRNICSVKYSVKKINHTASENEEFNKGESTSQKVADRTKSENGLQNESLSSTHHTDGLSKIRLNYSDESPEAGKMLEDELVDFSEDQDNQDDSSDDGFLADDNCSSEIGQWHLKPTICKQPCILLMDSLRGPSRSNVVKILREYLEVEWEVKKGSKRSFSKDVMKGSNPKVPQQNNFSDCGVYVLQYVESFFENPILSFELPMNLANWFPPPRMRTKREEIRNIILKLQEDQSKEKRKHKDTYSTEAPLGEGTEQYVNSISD
UBC13 inh – inhibitors of human UBC13 polyubiquitin chain formation. P61088. TR-FRET. inhibition, % at 20 µM. 330,000 tested, 0.47% active. AID 485273; in the data active means inhibition above about 45%, passing the limit was not always enough
SENP1 inh – inhibitors of human SENP1 SUMO protease catalytic domain | 360,000 tested, 0.21% active | inhibition, % at 10 µM | Q9P0U3 | recombinant SENP1 catalytic domain, CyPet-SUMO1-YPet FRET cleavage;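 active means inhibition at least 30% at 10 µM, raw YFP signal under a set limit, fluorescence ratio 0.5 to 1.5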;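 further: 0% = enzyme with DMSO and 100% = no enzyme wells; some results filed as inactive read as strong as hits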
Target sequence (Q9P0U3 419-644 limits assumed): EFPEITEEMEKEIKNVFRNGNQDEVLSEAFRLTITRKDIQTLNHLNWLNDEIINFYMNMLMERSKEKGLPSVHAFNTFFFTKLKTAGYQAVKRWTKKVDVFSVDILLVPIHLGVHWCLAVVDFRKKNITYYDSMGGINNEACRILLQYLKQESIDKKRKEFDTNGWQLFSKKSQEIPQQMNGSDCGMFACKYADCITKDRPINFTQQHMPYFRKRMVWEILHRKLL
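Compound: 10 µM single point, 0.5% DMSO; Test system: hSENP1 catalytic domain, recombinant; Timing: 50 min reaction at room temperature; Technique: FRET, CFP and YFP emission; Control set: no-enzyme wells low, DMSO-plus-enzyme wells high control.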
SENP8 block-1 – SENP8 (human) protease inhibition; AID 602440; 360,000 tested, 0.64% active; Q96LD8; recombinant SENP8, Nedd8 substrate fluorescence; inhibition, % at 20 µM; in the data active means inhibition mostly above about 40%, no sharp cut-off; inactive means mostly below about 27%
APOBEC3G inh – APOBEC3G (human) deaminase inhibition; inhibition, % at 20 µM; 330,000 tested, 0.28% active; recombinant A3G, ssDNA deamination FAM/TAMRA fluorescence;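 active means inhibition of at least 40% at 20 µM, with no more than 30% in the related APOBEC3A deaminase screen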;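 further: plate controls were DMSO wells with A3G for no effect and wells lacking A3G enzyme for full effect; some compounds called inactive have numbers as strong as hits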
SENP8 block-2 – inhibitors of human SENP8 protease; inhibition, % at 10 µM; 330,000 tested, 1.2% active; purified SENP8, Z-RLRGG-aminoluciferin cleavage, luminescence; AID 2540; in the data active means inhibition above about 50%
* marks the source's active call; other numbers are inactive results; · = no result given.

SMILES	Apaf1 inhib	SENP7 block	SENP6 inh	UBC13 inh	SENP1 inh	SENP8 block-1	APOBEC3G inh	SENP8 block-2
CCN(CC)Cc1c(C(=O)N/N=C/c2cccc(OCc3cccc(Cl)c3)c2)nnn1-c1nonc1N	25	1	-2	-14	2	12	-3	-1
CN1CCC(OC(=O)c2cccc(Br)c2)CC1	11	7	-1	-13	-2	2	0	-1
Cc1cccn2c(=O)c(C=O)c(N3CC(C)OC(C)C3)nc12 (stereo unspecified)	-9	1	8	7	-2	-3	-2	7
COc1ccc(Nc2nc(-c3ccncc3)nc3ccccc23)cc1	9	-11	-38	-6	2	-20	9	-3
COc1ccccc1C(=O)NC(=O)CSc1cccc[n+]1[O-]	-12	0	8	8	0	18	-7	-1
COc1ccc(C(C(=O)NC2CCCC2)N(Cc2cccnc2)C(=O)Cc2cccs2)cc1OC (stereo unspecified)	5	0	-7	1	2	17	-5	-6
N#CCC(=O)Nc1ccc(C(=O)OCC(=O)N2CCN(C(=O)c3ccco3)CC2)cc1	0	-7	4	-15	-8	3	-4	-8
Cc1ccc(OCC(O)Cn2c(NCCc3ccccc3)nc3c2c(=O)[nH]c(=O)n3C)cc1 (stereo unspecified)	-1	-5	-2	5	2	18	0	1
OC(COc1ccc2c(c1)CCC2)CN1CCN(c2cccc(Cl)c2)CC1 (stereo unspecified)	22	-5	-13	-4	1	15	-2	-11
CCOc1ccc(-c2nnn(CC(=O)NCc3ccc(C)cc3)n2)cc1	0	7	-24	-1	1	4	-7	5
CC(=O)c1ccc(-n2c(C)ccc2-c2ccccc2)cc1	5	-1	14	15	-6	8	-6	-3
Cc1cccn2cc(-c3ccc(F)cc3)nc12	13	91*	93*	1	1	-113	-3	78*
COc1ccc(-n2nc(C(=O)O)c3ccccc3c2=O)c(OC)c1	-6	4	10	4	1	12	-1	7
CCOc1cc(C(c2c(C)[nH][nH]c2=O)c2c(C)[nH][nH]c2=O)cc(Br)c1OC	14	3	5	-9	3	33	-3	2
COc1ccccc1OCCNC(=O)c1cccc(S(=O)(=O)N2CC(C)OC(C)C2)c1 (stereo unspecified)	-1	-4	3	-3	0	-5	-4	1
Cc1ccc(S(=O)(=O)N2CCCCC2)cc1NC(=O)CCCOc1ccccc1	23	-8	0	-3	-1	-7	-1	0
CCCCn1c(N)c(N(CC(C)C)C(=O)c2c(-c3ccccc3)noc2C)c(=O)[nH]c1=O	-4	-2	-14	-1	-16	-15	-5	-11
COc1ccc(CCN2C(=O)c3cccnc3C2=O)cc1OC	-5	12	-6	2	0	-2	0	5
COc1ccc(-c2noc(CCC(=O)NCC3CCCO3)n2)cc1 (stereo unspecified)	-19	-3	-16	2	2	10	-5	0
COc1cc(CNCc2cc(OC)ccc2OC)cc(OC)c1	2	-6	-20	-3	1	1	-5	2
Cc1ccccc1OCC(=O)OCC(=O)NCc1ccccc1	3	-3	-2	3	6	-4	1	2
Cc1ccc(NC(=O)c2ccc3snnc3c2)cc1C	-1	-4	-15	3	1	8	-7	-6
O=C(OCC(=O)N1CCC(Cc2ccccc2)CC1)c1cc(Br)ccc1O	15	-5	0	7	-4	-52	-1	7
Nc1nc(Nc2cccc3ccccc23)nc(C2CCCC2=O)n1 (stereo unspecified)	10	2	-12	2	·	·	-3	-1
O=C(OCc1ccccn1)C1CCN(C(=O)c2ccc(Cl)cc2)CC1	2	-2	-1	-10	0	2	-10	2
New compounds follow:
SMILES	Apaf1 inhib	SENP7 block	SENP6 inh	UBC13 inh	SENP1 inh	SENP8 block-1	APOBEC3G inh	SENP8 block-2
CCCC(=O)NNC(=O)CCC(=O)NCc1ccccc1	-15	0	-3	-8	1	17	-8	3
O=C(Cn1nc(CNc2ccc(Cl)cc2)[n+]2c1CCCCC2)c1ccccc1	4	7	-11	25	1	13	-8	-5
CCOC(=O)Cn1c(=O)oc2cc(S(=O)(=O)N3CCc4ccccc43)ccc21	14	-14	-26	-4	1	4	-15	-16
O=C(COC(=O)CSc1ccc(Cl)cc1)NCCc1ccccc1	13	-8	-17	6	4	-1	-3	-11
CCc1nnc(NC(=O)c2c(C)nn(-c3ccccc3)c2Cl)s1	1	9	4	8	2	-4	-4	0
CS(=O)(=O)N1CCN(C(=O)c2ccc(Br)s2)CC1	-15	1	-9	10	1	7	-6	4
O=C(CSc1nc2ccccc2c(=O)n1Cc1ccccc1)Nc1ccc(Br)cc1C(=O)O	12	0	9	-5	0	4	-4	-2
COc1ccccc1NCC(=O)NNC(C)C(=O)Nc1cccc(Cl)c1 (stereo unspecified)	2	2	-5	2	3	21	-15	-9
Cc1c(-c2ccc(Cl)cc2Cl)nc2ccccc2c1C(=O)NCCN1CCOCC1	1	9	0	7	0	6	-6	-6
O=C(CN1CCc2ccccc21)NC(=O)NC1CCCCC1	4	3	-3	-7	-2	11	-5	3
Cc1cc(Nc2ccc(Br)cc2)n2nc(C)nc2n1	-3	-8	-12	-4	-26	9	7	-1
C=CC[n+]1ccn(-c2nc3ccccc3nc2[N-]S(=O)(=O)c2cccs2)c1	10	3	-5	19	-137	-401	15	1
Clc1ccccc1N/N=C/c1ccc2c(c1)OCO2	4	74*	96*	8	-3	0	4	89*
C#CCOCCOCCOCCNc1nc(N2CCN(C(=O)[C@H]([C@@H](C)CC)n3cc([C@@H](N)CC(C)C)nn3)CC2)nc(N2CCN(C(=O)[C@H](Cc3ccc(O)cc3)n3cc([C@@H](N)C(C)CC)nn3)CC2)n1 (stereo partly specified)	10	10	-3	57*	1	17	-3	3
Cc1cc(C)cc(NC(=O)N2CCNC(=O)C2CC(=O)Nc2cc(Cl)ccc2Cl)c1 (stereo unspecified)	12	0	15	9	-1	6	24	-5
O=C(NCCc1ccccc1)c1ccc(Cl)nc1	2	-4	-15	2	2	16	-5	-12
CCCCN(C(=O)C1=COCCO1)c1c(N)n(CCC)c(=O)[nH]c1=O	-9	-1	-5	2	4	7	-10	0
Cc1ccccc1NC(=S)Nc1ccccc1	-8	0	-1	6	8	10	-8	-1
CCOc1ccc(CNC(=O)CCn2c(=O)oc3ccccc32)cc1	-23	0	-3	0	2	7	-10	-7
C#CCOc1ccc2ccccc2c1/C=C(/C#N)c1ccc(C(=O)O)cc1	4	-11	-1	-20	-4	-11	4	-8
c1ccc(CSc2nnc(Cc3ccccn3)o2)cc1	6	10	5	-7	0	18	-3	4
Cn1c(SCc2ccccn2)nnc1-c1cnccn1	-2	-1	-22	9	1	-2	0	2
C=CCN(c1ccccc1OC)S(=O)(=O)c1cccc(C(=O)NCc2cccs2)c1	4	-2	-6	-4	-2	16	-5	-2
CN1CCN(CCCCC(=O)c2ccccc2)CC1	7	9	-8	-4	0	29	7	-7
COC(=O)c1[nH]c2ccc(Cl)cc2c1NC(=O)CN1CCC(C(N)=O)CC1	-5	2	-13	-3	·	·	-2	-6

Random excerpt: two records from the list, in no set order.
SMILES	Apaf1 inhib	SENP7 block	SENP6 inh	UBC13 inh	SENP1 inh	SENP8 block-1	APOBEC3G inh	SENP8 block-2
Cc1cc(Nc2ccc(Br)cc2)n2nc(C)nc2n1	-3	-8	-12	-4	-26	9	7	-1
Clc1ccccc1N/N=C/c1ccc2c(c1)OCO2	4	74*	96*	8	-3	0	4	89*

Some of these compounds in order of their number in SENP7 block, high to low.
molecule	SENP7 block
C=CC[n+]1ccn(-c2nc3ccccc3nc2[N-]S(=O)(=O)c2cccs2)c1	3
COC(=O)c1[nH]c2ccc(Cl)cc2c1NC(=O)CN1CCC(C(N)=O)CC1	2
CCCC(=O)NNC(=O)CCC(=O)NCc1ccccc1	0
C=CCN(c1ccccc1OC)S(=O)(=O)c1cccc(C(=O)NCc2cccs2)c1	-2
O=C(NCCc1ccccc1)c1ccc(Cl)nc1	-4

New compounds follow.
SMILES	Apaf1 inhib	SENP7 block	SENP6 inh	UBC13 inh	SENP1 inh	SENP8 block-1	APOBEC3G inh	SENP8 block-2
O=C(O)c1cccc2c1C(=O)N(c1ccccc1)C2	9	-7	-36	-4	3	16	-11	-7
O=C(Nc1ccc(O)c(-c2nc3ccccc3o2)c1)C1(c2ccc(Cl)cc2)CCCC1	4	-2	-3	10	-3	-100	-1	-1
CC(C(=O)N1CCCC1)N1CCN(c2ccccc2O)CC1 (stereo unspecified)	4	7	21	-7	3	12	-2	3
CCNc1oc(/C=C/c2ccc(OCC)cc2)nc1C#N	8	-13	4	0	-80	-423	2	-11
COc1ccc(S(=O)(=O)NCCN2CCOCC2)cc1Br	-5	9	0	-2	1	10	-7	-4
O=C(NCCCN1CCOCC1)c1cc2c(s1)-c1ccccc1OC2	5	10	-8	23	-4	-311	-4	-1
Cc1ccc(S(=O)(=O)CC(=O)Nc2ccc(Cl)cn2)cc1	7	-6	8	-6	5	3	-4	-1
CCOc1ccc(NC(=O)c2cc(F)c(F)cc2Cl)cc1OCC	2	-9	-4	-6	1	18	-7	-6
CCN1CCN(C(c2ccccc2)c2sc3nc(C)nn3c2O)CC1 (stereo unspecified)	1	-5	-12	-8	3	8	-6	0
Cc1ccc2cc(CCNC(=O)c3ccc(S(=O)(=O)N4CCOCC4)cc3)c(=O)[nH]c2c1	-1	-1	10	-4	0	-31	-6	-10
O=C(Cn1ccc2cc(S(=O)(=O)N3CCCC3)ccc21)NCc1ccccc1	8	-4	-2	-1	1	11	-6	-1
C/C(=N\NC(=O)CNc1ccccc1Cl)C(C)(C)C	9	5	-12	8	2	9	2	-7
CC1CC(C)CN(CCCNC(=O)CN2C(=O)CSc3ccc(S(=O)(=O)N4CCCCC4)cc32)C1 (stereo unspecified)	3	-13	-20	1	-1	10	-5	-13
O=C(c1ccc(CN2CCc3ccccc3C2)cc1)N1CCc2ccccc2C1	11	-2	-13	1	2	13	0	-3
O=[N+]([O-])c1cc2c(c(CSc3ncccn3)c1)OCOC2	-1	3	-6	-1	-2	10	-5	-9
CC(=O)Nc1sc(C)c(C)c1C(=O)OCC(=O)Nc1ccc(S(N)(=O)=O)cc1	-17	9	-7	0	-7	-74	6	3
COc1ccc(-c2cnc3nc(/N=C/N(C)C)nn3c2/N=C/N(C)C)cc1	-1	1	3	-5	1	-344	1	-1
COCCNC(=O)/C(C#N)=C/c1ccc2c(c1)OCO2	3	-1	-5	0	0	-14	-2	-3
Cc1cccc(OCCC(=O)NCC(=O)Nc2cccc(C)c2C)c1	9	2	-6	-8	2	15	-5	-6
Cc1ccccc1C(=O)NNC(=O)C1CCCN(c2ncccn2)C1 (stereo unspecified)	-13	6	-2	5	1	-31	0	-7
Cc1ccc2c(cnn2C(=O)CCCC(=O)NCc2ccc(Cl)cc2)c1	14	-5	-10	2	1	9	-1	-12
O=c1c(Cl)c(N/N=C/c2ccc(Cl)cc2)cnn1-c1ccccc1	22	3	-4	10	2	-360	-5	-7
O=[N+]([O-])c1ccc(CSc2nnc(-c3cccnc3)o2)cc1	-4	1	4	0	2	19	-6	0
COc1ccc(Cl)cc1S(=O)(=O)n1ccnc1	8	4	-7	-3	2	6	-6	12
O=C1CCCC2=C1C(c1ccccc1)C1C(=O)c3ccccc3C1=N2 (stereo unspecified)	3	-3	-7	-142	-6	-2	-1	-5
CCOC(=O)C1(CCCc2ccccc2)CCN(C(=O)CN2C(=O)CSC2=O)CC1	12	-2	-10	-1	1	10	-3	2
Oc1cccc(C(=S)N2CCC(Cc3ccccc3)CC2)c1	10	8	-2	11	1	13	27	2
Cc1nn(CCO)c2c1C(=O)CCC2	5	9	4	-5	3	17	3	6
CC(C)N=c1scc(-c2ccco2)n1/N=C/c1ccc(O)c(O)c1	-9	-12	-6	8	-12	0	-2	-6
CSc1ccc(C2C(C#N)=C(N)Oc3c2ccc(=O)c2c(C)oc(C)c32)cc1 (stereo unspecified)	15	14	-5	-42	-17	-75	8	-2

Copied from the list.
Reading for Cc1cccc(OCCC(=O)NCC(=O)Nc2cccc(C)c2C)c1 in SENP6 inh: -6
Reading for O=C(O)c1cccc2c1C(=O)N(c1ccccc1)C2 in SENP8 block-2: -7
Reading for COc1ccc(Cl)cc1S(=O)(=O)n1ccnc1 in UBC13 inh: -3
Reading for COCCNC(=O)/C(C#N)=C/c1ccc2c(c1)OCO2 in SENP1 inh: 0
Reading for Cc1ccc2cc(CCNC(=O)c3ccc(S(=O)(=O)N4CCOCC4)cc3)c(=O)[nH]c2c1 in Apaf1 inhib: -1

The order is random; overall some 3.6% were active at least once.
